PPC-1+TRAIL kill – kills PPC-1 cancer cells in the presence of TRAIL | hit rate 0.41% among 220,000 | PPC-1 cells + TRAIL, ATPLite viability luminescence | cell killing (% activity), % at 4 µM;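 active = cell killing above 50% in the first pass at 4 µM, then a duplicate retest at 5 µM averaging 50% or more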;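 also: plate controls were cells with TRAIL plus DMSO for no effect and medium-only wells lacking cells for full effect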
Tb hexokinase – blocks Trypanosoma brucei hexokinase 1 activity. recombinant TbHK1, G6PDH-coupled NADH A340. inhibition, % at 10 µM. hit rate 0.11% among 220,000;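 active = inhibition of 50% or more in the single-dose primary screen; inactive = inhibition below 50%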
Wee1 degr inh – inhibitors of human Wee1 degradation | P30291 | HeLa Luc-Wee1K328M stability, luciferase luminescence; 100% = proteasome inhibitor MG132 effect | reporter increase, % at 5 µM | hit rate 1.2% among 220,000;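 active = activation above the mean of all tested compounds plus 3 SD, set per screening run, cut at about 8.8% in these data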;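 also: cells exposed to compound for 20 h before luminescence read; 0% = DMSO alone and 100% = MG132 at 30 µM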
FXIIa inh – factor XIIa (human) inhibition. P00748. purified FXIIa, Boc-QGR-AMC fluorogenic substrate, 2 h. inhibition, % at 5 µM. hit rate 0.3% among 220,000. AID 800; in the data active = inhibition above about 40%;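 also: 0% = enzyme with no compound and 100% = blank without enzyme; many of its hits are not listed in these tables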
TNF death inh – blocks TNF-alpha induced death of Jurkat FADD-/- cells; Jurkat FADD-/- TNF necroptosis rescue, ATP luminescence, 24 h; 0 = TNF only, 100 = no-TNF cells; hit rate 0.068% among 220,000; activation (protection from cell death), % at 10 µM;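 active = activation, meaning protection from cell death, of at least 50% relative to plate controls; inactive = activation below 50%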;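 also: necroptosis triggered by 40 ng/mL TNF-alpha added together with compound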
FXIa inh – blocks human coagulation factor XIa protease activity | P03951 | purified FXIa, Boc-Glu-Ala-Arg-AMC fluorogenic substrate | inhibition, % at 5 µM | hit rate 0.14% among 220,000 | AID 798;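 active = inhibition of at least 40%; inactive = inhibition below 40%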;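 also: fluorescence of freed AMC excited at 355 nm; 0% = enzyme without compound and 100% = no enzyme blank; many of its hits are not listed in these tables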
Target sequence (P03951 19-387 limits assumed): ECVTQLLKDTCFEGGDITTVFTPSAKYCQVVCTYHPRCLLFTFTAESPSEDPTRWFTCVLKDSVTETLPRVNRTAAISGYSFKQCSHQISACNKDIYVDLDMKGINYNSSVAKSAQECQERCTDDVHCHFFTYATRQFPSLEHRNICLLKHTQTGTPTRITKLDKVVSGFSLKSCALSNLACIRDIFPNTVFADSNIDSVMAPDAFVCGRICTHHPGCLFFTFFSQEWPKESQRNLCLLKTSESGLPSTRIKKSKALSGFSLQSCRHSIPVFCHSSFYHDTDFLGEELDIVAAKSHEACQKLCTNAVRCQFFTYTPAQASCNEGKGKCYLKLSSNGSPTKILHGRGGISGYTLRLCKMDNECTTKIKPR
Target sequence (P03951 388-625 limits assumed): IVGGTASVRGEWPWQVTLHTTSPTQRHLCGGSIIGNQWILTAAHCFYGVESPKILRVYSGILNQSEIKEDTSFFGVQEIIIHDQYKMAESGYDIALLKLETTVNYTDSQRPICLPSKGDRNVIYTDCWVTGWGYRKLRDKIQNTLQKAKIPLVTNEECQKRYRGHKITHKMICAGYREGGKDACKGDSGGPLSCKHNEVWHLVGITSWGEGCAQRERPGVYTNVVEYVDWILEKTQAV
EP2 antag – EP2 receptor (human) inhibition; C6 glioma cells expressing human EP2, cAMP TR-FRET; cells stimulated with saturating PGE2; inhibition, % at 25 µM; hit rate 0.52% among 260,000; AID 1422;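 active = percent inhibition above 40 after rounding to a whole number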;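 also: rat C6 glioma host cells with rolipram phosphodiesterase inhibitor present; the protocol text gives 20 µM as final concentration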
Target sequence (P43116 whole entry, looked up): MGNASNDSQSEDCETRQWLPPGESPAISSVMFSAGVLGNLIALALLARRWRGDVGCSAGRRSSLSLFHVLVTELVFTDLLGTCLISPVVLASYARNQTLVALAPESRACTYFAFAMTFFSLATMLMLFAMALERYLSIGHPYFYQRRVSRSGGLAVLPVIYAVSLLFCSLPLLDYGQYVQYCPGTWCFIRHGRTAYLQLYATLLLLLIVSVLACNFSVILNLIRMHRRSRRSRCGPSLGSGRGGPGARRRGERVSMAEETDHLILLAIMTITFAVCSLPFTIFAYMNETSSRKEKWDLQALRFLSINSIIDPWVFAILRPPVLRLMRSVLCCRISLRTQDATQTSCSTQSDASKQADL
zVAD death inh – blocks zVAD induced death of L929 cells; L929 zVAD necroptosis rescue, ATP luminescence, 24 h; with zVAD 60 µM; viability rescue, % at 10 µM; hit rate 0.38% among 220,000;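 active = activation, scaled between plate controls, above about 75%, limit read from the data; inactive = activation under that limit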;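 also: 0% = zVAD with DMSO and 100% = DMSO alone without zVAD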
CHOP inhibitor – blocks CHOP induction under ER stress; hit rate 3.8% among 220,000; CHO-K1 CHOP-promoter luciferase, tunicamycin-induced, 15-18 h; AID 2732; inhibition, % at 10 µM;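 active = compounds that reduced the stress-induced luciferase reporter signal by more than about 70% of percent inhibition, limit read from the data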;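 also: 0% = tunicamycin plus vehicle and 100% = wells without tunicamycin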
Starred values were filed as active, the others as inactive; nt = not tested or not shown; & = joins results of further samples. Some of the compounds tested, so the mix of outcomes need not match the whole.

SMILES	PPC-1+TRAIL kill	Tb hexokinase	Wee1 degr inh	FXIIa inh	TNF death inh	FXIa inh	EP2 antag	zVAD death inh	CHOP inhibitor
Cc1nonc1OCCNCc1c(C(=O)N2CCCCCCC2)nc2ccc(Cl)cn12	5	0	0	12	-0.3	1	3	-1.1	17
O=C(NC(=O)c1ccccc1N1CCCCC1)Nc1ccc(Br)cc1	-21	-7	-2	8	-5.4	4	8	0.7	-5
Cc1nn(C)c(C)c1S(=O)(=O)NC1CCCC1	-10	-4	-3	6	-2.9	4	7	-0.1	-1
CC1=CC2=NC(=O)/C(=C/c3coc4ccccc4c3=O)C(=N)N2O1	-12	-21	-2	6	-2.7	-7	5	0.5	10
[O-]/[N+](=C\c1ccncc1)c1ccc(Br)cc1	10	37	0	-1	-11	-10	4	nt	-21
COC(=O)N/N=C/c1ccc(OC(=O)/C=C/c2ccco2)cc1	-1	-19	-2	3	1.1	19	4	0.5	23
Cc1cc(C)cc(NC(=O)C2CCN(S(=O)(=O)c3c(C)n[nH]c3C)CC2)c1	12	-8	0	14	0.2	1	7	0.1	5
COC(=O)Cc1cc(=O)oc2cc(O)ccc12	13	-22	-2	-22	0.4	-30	10	3.0	7
CCOC(=O)N1CCC2(CC1)C(C#N)=C(N)OC1=C2C(=O)CC(C)(C)C1	-10	-2	0	-3	-1.6	-14	4	-0.2	-4
COc1cc(C2N(c3ccc(Cl)c(Cl)c3)C(=O)C3CCCN32)cc(OC)c1OC (stereo not given)	-1	-13	0	18	1.1	8	8	0.3	-2
CCOc1ccc2[nH]c(=O)c(CN(CCO)C(=O)c3ccccc3F)cc2c1	14	-7	2	5	-3.3	-3	15&9	0.0	-10
O=C(CN1CCCc2ccccc21)NCc1ccccc1Cl	-3	-4	4	15	1.2	6	7	-0.2	17
O=C(NCCNc1ccc([N+](=O)[O-])cc1)c1ccco1	17	-17	-1	10	1.2	4	5	0.1	4
COc1ccc(CSc2nnc3[nH]c(=O)cc(N)n23)cc1	9	6	3	nt	-0.9	3	18	0.5	5
CCOc1ccc(-c2cnc3ccccc3n2)cc1	19	-20	4	4	2.4	-4	9	2.3	-8
Nc1cc(C(=O)O)ccc1N1CCCCC1	10	13	-2	20	-0.7	13	13	-0.3	-3
O=C(O)c1ccc(N2C(=O)CC(Cc3ccccc3)C2=O)cc1 (stereo not given)	15	-6	-1	6	0.7	8	2	1.9	-8
CCn1c(CN2c3ccccc3Sc3ccccc32)n[nH]c1=S	-1	1	2	5	1.1	9	12	-0.4	8
CCOc1ccc(CCNC(=O)c2[nH]c(C)c(C(C)=O)c2C)cc1OCC	6	-2	0	6	1.4	-2	5	12	4
CCC(=O)N1CCc2cc(Br)cc(S(=O)(=O)N3CCN(C(=O)c4ccco4)CC3)c21	1	-1	0	16	3.9	5	13	1.4	-24
Cc1ccc(C(=O)Nc2ccc3c(c2)CCC3)cc1S(=O)(=O)N1CCOCC1	7	2	-2	0	2.6	-3	6	67	4
COc1ccc(/C=C2/CCc3ccccc3C2=O)cc1OC	2	-19	-2	13	1.4	11	10	0.2	16
Clc1ccc(CN=C2Nc3ccccc3CS2)cc1	2	3	8.8*	20	2.0	3	5	0.4	65
O=C(Cc1c[nH]c2ccccc12)Nc1nc2ccccc2[nH]1	-6	2	-1	-7	1.8	1	6	3.1	34
Cc1ccc(-n2nnnc2-c2cccc(C)c2)cc1	-19	5	4	9	-1.9	-1	4	-0.4	24

Reprinted at random: two compounds from above.
SMILES	PPC-1+TRAIL kill	Tb hexokinase	Wee1 degr inh	FXIIa inh	TNF death inh	FXIa inh	EP2 antag	zVAD death inh	CHOP inhibitor
Cc1nonc1OCCNCc1c(C(=O)N2CCCCCCC2)nc2ccc(Cl)cn12	5	0	0	12	-0.3	1	3	-1.1	17
COc1cc(C2N(c3ccc(Cl)c(Cl)c3)C(=O)C3CCCN32)cc(OC)c1OC (stereo not given)	-1	-13	0	18	1.1	8	8	0.3	-2

Remaining list, next part
SMILES	PPC-1+TRAIL kill	Tb hexokinase	Wee1 degr inh	FXIIa inh	TNF death inh	FXIa inh	EP2 antag	zVAD death inh	CHOP inhibitor
CCO/C(C)=C1\C(=O)N(CC)c2ccccc21	2	-6	-1	8	-6.4	-7	19	0.1	17
COc1ccccc1NC(=O)C1CCCN1C(=O)NCc1ccccc1 (stereo not given)	-4	2	-2	15	-1.9	3	5	-0.4	-13
CC(C)C(NC(=O)c1ccco1)C(=O)NCC(c1ccco1)N(C)C (stereo not given)	-7	-5	1	-13	-0.6	-14	6	0.0	-13
O=C(/C=C/c1ccc(F)cc1)NC(=S)N1CCN(Cc2ccccc2)CC1	-1	4	2	2	-0.2	-4	8	0.9	27
CC1CNCCN1S(=O)(=O)c1cccc2cnccc12 (stereo not given)	11	1	-4	13	1.9	7	12&11&11	12	17&-21&-12
COc1ccc(-c2cccc(C(=O)Nc3ccc(OC)c(OC)c3)c2)cc1	15	1	1	12	-5.8	-4	14	1.7	10
O=C(CCNS(=O)(=O)c1cccs1)N1CCCCCC1	23	9	-1	-1	-1.6	-5	9	-0.4	8
COc1ccc(N2CN=C3SCC(=O)N3C2)cc1	-3	-4	-1	11	-1.8	3	9	0.0	29
CCOC(=O)C1CCCC(NS(=O)(=O)c2ccc(NC(C)=O)cc2)C1 (stereo not given)	-21	-6	-3	16	0.4	1	7	0.4	-8
COc1ccc(S(=O)(=O)N(Cc2cc3ccc(OC)cc3[nH]c2=O)CC2COCCO2)cc1 (stereo not given)	13	-24	0	18	-2.4	5	14&15	-0.4	2
CS(=O)(=O)N(CCc1ccccc1)CC(N)=O	3	-7	0	6	-1.1	1	9	-0.1	-10
COc1ccc(NC(=S)NCCCn2ccnc2)cc1	nt	2	2	nt	-2.7	nt	21	0.1	nt
COc1ccc([N+](=O)[O-])cc1NC(=O)COC(=O)c1ccc(O)cc1	13	-15	1	11	2.1	0	5	0.0	-17
CCn1c(CNc2ccc(OC)cc2)nnc1SCC(=O)N1CCCc2ccccc21	-16	4	2	17	-2.2	6	4	0.7	33
Cc1nc2ccc(NC(=O)Cc3c(F)cccc3Cl)cc2s1	7	-4	-2	9	5.2	1	4	0.8	-15
O=C(CCCCCn1c(=O)[nH]c2ccccc2c1=O)N1CCN(Cc2ccc3c(c2)OCO3)CC1	-5	-2	-2	16	-6.8	8	13	0.3	7
CC(=O)Nc1nc(C)c(CCCOc2ccc([N+](=O)[O-])cc2)c(=O)[nH]1	10	-11	-4	4	-0.7	9	8	-0.2	12
C=CCSC1=C(C#N)C(c2ccc(C(C)C)cc2)CC(=O)N1 (stereo not given)	15	-3	4	11	-0.2	3	10	4.0	64
CCOc1ccccc1NC(=S)Nc1ccc2cn[nH]c2c1	8	5	0	4	-3.2	-5	4	-0.3	18
Cc1cccc2sc(NC(=O)CSCc3ccccc3)nc12	17	-2	0	12	1.4	2	1	0.0	49
CCc1ccc(NC(=O)CSc2nc3[nH]ncc3c(=O)[nH]2)cc1	-9	4	5	10	0.4	-3	7	2.5	-4
CC1CCCC(C)N1CCNC(=O)Nc1ccc(Cl)cc1 (stereo not given)	-11	-1	0	11	1.6	-2	11	2.5	19
CN(C)/C=C/C(=O)c1ccccc1OCc1cnc(Cl)s1	-9	-4	-1	6	0.2	-3	4	1.3	16
Cc1cc(C(=O)Nc2c(C)nn(Cc3ccc(Cl)cc3)c2C)no1	16	-7	-3	3	-1.0	2	5	0.4	-8
COc1cccc(/C=N/Nc2snc(SC)c2C#N)c1O	36	-5	2	8	-9.1	4	19	nt	-1

The list goes on.
SMILES	PPC-1+TRAIL kill	Tb hexokinase	Wee1 degr inh	FXIIa inh	TNF death inh	FXIa inh	EP2 antag	zVAD death inh	CHOP inhibitor
O=C(N1CCCC1)C12CC3CCC(CC(C3)C1)C2	10	-7	4	7	-1.1	0	16	27	16
CCOC(=O)c1sc(NC(=S)NC(=O)CC(C)C)cc1C	-2	5	1	11	3.4	9	9	3.6	107*
COc1cccc(C(=O)NC2CCCC2)c1	14	5	-1	8	0.2	0	3	11	2
O=C(Nc1ccc2c(c1)OCO2)C1CCN(C(=O)CSc2ncnc3ccccc23)CC1	9	1	5	nt	-4.8	nt	5	0.4	nt
COc1cc(C(=O)NCCN2CCOCC2)cc(OC)c1OC	15	-9	4	6	0.6	-6	10	-0.5	0
C=CCN=C1SCC(=O)N1S(=O)(=O)c1ccccc1	-8	33	-1	-3	0.7	-16	0	2.0	4
Brc1ccc(-c2cn3ccccc3n2)cc1	30	-12	9.1*	4	-7.2	2	1	-0.1	50
Cc1c(C(=O)NC(=S)NCC(C)C)oc2ccccc12	12	-5	1	9	2.7	7	5	nt	22
CC(C)(C)NC(=O)COC(=O)CNC(=O)c1cc(Cl)cc([N+](=O)[O-])c1	2	-4	0	-4	-2.2	5	4	0.0	21
Cc1ccc(-c2ccc(=O)n(CC(=O)NCCCN3CCCCC3)n2)cc1	21	-3	0	5	-4.9	5	6	0.1	-39
COc1ccc(NS(=O)(=O)c2ccc(NC(=O)Cc3cccs3)cc2)cc1	3	27	-1	3	3.7	0	17	0.2	19
CC(C)(C)n1nnnc1CN1CCN(C(c2ccccc2)c2ccccc2)CC1	34	-4	0	7	-2.5	-1	nt	-1.0	34
Cc1cccc(NC(=O)CN(C)S(=O)(=O)c2cnc[nH]2)c1	16	1	-1	6	-2.9	-6	9	-0.2	47
COc1ccc(NC(=O)C2(c3ccc(NC(=O)c4ccc(C)cc4)cc3)CCCC2)cc1	5	-3	2	3	-2.0	10	10	-0.3	17
O=C(Oc1cccc(-n2cnnn2)c1)C1CCCCC1	-9	-5	0	16	0.6	2	5	1.4	47
CCc1ccccc1NC(=O)c1ccoc1C	18	10	0	-14	0.5	-18	10	0.4	-2
COc1ccc(CNc2ncnc3c2[nH]c2cc(OC)c(OC)cc23)cc1	6	-16	-2	4	-3.2	1	54*	0.0	6
CC1CCCN(C2=C(Cl)C(=O)N(c3cccc(Cl)c3)C2=O)C1 (stereo not given)	19	18	-2	12	0.4	2	4	0.4	35

Ordered by number of heavy atoms (ascending): some entries from above
SMILES	PPC-1+TRAIL kill	Tb hexokinase	Wee1 degr inh	FXIIa inh	TNF death inh	FXIa inh	EP2 antag	zVAD death inh	CHOP inhibitor
Brc1ccc(-c2cn3ccccc3n2)cc1	30	-12	9.1*	4	-7.2	2	1	-0.1	50
CCc1ccccc1NC(=O)c1ccoc1C	18	10	0	-14	0.5	-18	10	0.4	-2
O=C(N1CCCC1)C12CC3CCC(CC(C3)C1)C2	10	-7	4	7	-1.1	0	16	27	16
C=CCN=C1SCC(=O)N1S(=O)(=O)c1ccccc1	-8	33	-1	-3	0.7	-16	0	2.0	4
Cc1c(C(=O)NC(=S)NCC(C)C)oc2ccccc12	12	-5	1	9	2.7	7	5	nt	22
CCOC(=O)c1sc(NC(=S)NC(=O)CC(C)C)cc1C	-2	5	1	11	3.4	9	9	3.6	107*
CC1CCCN(C2=C(Cl)C(=O)N(c3cccc(Cl)c3)C2=O)C1 (stereo not given)	19	18	-2	12	0.4	2	4	0.4	35
COc1cc(C(=O)NCCN2CCOCC2)cc(OC)c1OC	15	-9	4	6	0.6	-6	10	-0.5	0
CC(C)(C)NC(=O)COC(=O)CNC(=O)c1cc(Cl)cc([N+](=O)[O-])c1	2	-4	0	-4	-2.2	5	4	0.0	21
COc1ccc(NS(=O)(=O)c2ccc(NC(=O)Cc3cccs3)cc2)cc1	3	27	-1	3	3.7	0	17	0.2	19
CC(C)(C)n1nnnc1CN1CCN(C(c2ccccc2)c2ccccc2)CC1	34	-4	0	7	-2.5	-1	nt	-1.0	34
O=C(Nc1ccc2c(c1)OCO2)C1CCN(C(=O)CSc2ncnc3ccccc23)CC1	9	1	5	nt	-4.8	nt	5	0.4	nt

Assay outcomes: PubChem BioAssay, several laboratories
